# ATXN2 expr inh – inhibitors of ATXN2 expression | HEK-293 ATXN2-luciferase reporter, luminescence, 24 h | Potency, µM (series often up to 57 µM), without a hit: at the highest dose activity change, negative = inhibition, hits mostly inhibitors | AID 1745845 | 0.72% of 360,000 active; also: potency is read from the fitted curve at half-maximal effect; % is scaled to controls: 0 for no effect and ±100 for the full control effect; nearly all actives have a fitted effect of over 55% in size
#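 qHTS (up to 57 uM final) was run with 24 h compound exposure of reporter cells at 37 °C. Each well was multiplexed: SteadyGlo luminescence measured ATXN2-luciferase expression after a fluorogenic Gly-Phe-AFC viability readout (25 uM final).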
# TGFb inhibitor – TGF-b pathway inhibition. AID 588855. Potency, µM (titrated, usually from 46.1 µM), inactives show at the top dose activity, negative = inhibition, most hits filed as inhibitors. HepG2 CAGA-GFP TGF-b/SMAD3 reporter, GFP fluorescence, 18 h; TGF-beta stimulated, 500 pg/mL final. 1.2% of 410,000 active; also: potency is read from the fitted curve at half-maximal effect; % is scaled to controls: 0 for no effect and ±100 for the full control effect; nearly all actives have a fitted effect of over 65% in size
#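 Smad-responsive CAGA-GFP expression was quantified in HEPG2 cells exposed to compounds and 500 pg/mL final TGF-beta for 18 h at 37 degrees C; unstimulated wells defined full inhibition.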
# ATXN viability – reduces viability in counter-screen for ATXN expression inhibitors | S2 cells (HEK-293 line with an ATXN2-luciferase reporter) viability, CellTiter-Fluor protease fluorescence, 24 h | Potency, µM (series often up to 56.7 µM), usual class: cytotoxic | 0.49% of 400,000 active; also: potency is read from the fitted curve at half-maximal effect; nearly all actives have a fitted effect of over 40% in size
# IL1B secr inh – inhibitors of inflammasome signaling (IL-1 beta secretion). THP-1 LPS/ATP IL-1B secretion, AlphaLISA, 16 h; hits give low values. activity change, % at 57.5 µM. 4.7% of 360,000 active; in the data active = activity change below about -50%; inconclusive = mostly about -30% to -49%; also: % is scaled to controls: 0 for no effect and ±100 for the full control effect
#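 THP-1 cells pretreated 1 hr with compounds (up to 57.5 uM final), then stimulated with LPS (250 ng/mL final) plus ATP (1.25 mM final); secreted IL-1B measured by AlphaLISA after 16 hr, decreased signal indicating inhibition.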
# Nrf2 ARE act – Nrf2 pathway activation. 0.31% of 410,000 active. AREc32 ARE-luciferase reporter (MCF7-derived line), luminescence, 24 h. Potency, µM (top dose mostly 46.1 µM), for inactives: at the highest dose activation, actives largely listed as activators. AID 624171; also: potency is read from the fitted curve at half-maximal effect; % of control where 0% means no effect; nearly all actives have a fitted effect of over 65% in size
#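 Luciferase luminescence (Steady-Glo, 30 min at room temperature) served as the read-out of ARE activation in AREc32 cells treated with compounds for 24 hr at 37 deg C.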
# Nrf2 block – blocks Nrf2 signaling; A549 ARE-Fluc reporter, luciferase luminescence, 18-24 h; Potency, µM (doses to about 46 µM), for the others: at the top dose activity change, negative = inhibition, actives largely listed as inhibitors; 2.1% of 360,000 active; also: potency is read from the fitted curve at half-maximal effect; % is scaled to controls: 0 for no effect and ±100 for the full control effect; nearly all actives have a fitted effect of over 60% in size
#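 Reporter: ARE-Fluc in A549. Exposure: 18-24 h, 37 °C, 5% CO2, 5% FBS OPTI-MEM. Readouts: fluorescent cytotoxicity (CellTiter-Fluor), then luminescent Nrf2 signal after BugLite.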
# HepG2 viability – kills HepG2 cells in TGF-b inhibitor counter-screen. HepG2 CAGA-GFP viability, ATP luminescence, 18 h. 0.76% of 410,000 active. Potency, µM (titrated, usually from 46.1 µM), for inactives: at the top dose activity change, negative = cytotoxicity, most hits filed as cytotoxic; also: potency is read from the fitted curve at half-maximal effect; some results filed as inactive show a strong effect at the top dose
#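 HepG2 CAGA-GFP cells (1000/well, DMEM with 1% FBS) received compound, then TGF-beta at 500 pg/mL final, and were incubated 18 hours at 37 degrees C. Viability was read by CellTiter-Glo luminescence. Media-only wells were set as complete cell-killing and DMSO as no toxicity.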
# MCF10A rereplic – DNA re-replication induction in MCF 10a cells; MCF 10A DNA re-replication, Hoechst nuclear intensity, 48 h; Potency, µM (series often up to 46.1 µM), for inactives: at the top dose activity, positive = re-replication, usual class: activators; 2.9% of 350,000 active; AID 624296; also: potency is read from the fitted curve at half-maximal effect; % of control where 0% means no effect; nearly all actives have a fitted effect of over 50% in size
# A549 viability – counter-screen for Nrf2 inhibitors: cytotoxicity in A549 cells; 0.16% of 390,000 active; Potency, µM (series often up to 46 µM), inactives show at the top dose activity change, negative = cytotoxicity, usual class: inhibitors; A549 ARE-Fluc cells, CellTiter-Fluor viability, 18-24 h; also: potency is read from the fitted curve at half-maximal effect; % is scaled to controls: 0 for no effect and ±100 for the full control effect
#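 Cytotoxicity counterscreen: CellTiter-Fluor fluorescence was measured in A549 ARE_Fluc cells after 18-24 h of compound exposure in a concentration series. The subsequent BugLite luminescent read reports ARE-luciferase activity.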
# * = called active by the depositor; i = inactive; ? = inconclusive; nt = no result given; & = joins results of further samples; [ ] = remark or other dose. Unless noted, calls follow the shape of the dose curve; as a rule, active = well fitted curve in the direction sought with a large enough effect; inconclusive = small, poorly fitted or top-dose-only effect, or another doubt; inactive = no such curve, though single readings can be large; an effect the other way counts as inactive or inconclusive.
# Results follow in this order: MCF10A rereplic	A549 viability	IL1B secr inh	Nrf2 block	HepG2 viability	ATXN viability	TGFb inhibitor	Nrf2 ARE act	ATXN2 expr inh
Cc1nn(-c2ccccc2)c(C)c1C(=O)OCC(=O)N1c2ccccc2NC(=O)C1(C)C
 : 29%	-1%	-20	?	-10%	i	16%	2.5%	1%
COc1cccc(OC)c1C(=O)NC(=S)Nc1cccc(NC(=O)c2ccco2)c1
 : 3%	3%	12	4%	5%	i	-2%	-0.7%	-36%
CC1=C(C(=O)OC2CCCCCC2)C(c2c(Cl)cccc2Cl)CC(=O)N1 (stereo unspecified)
 : nt	-10%	nt	21µM*	-103%	i	?	-2.6%	?
Cc1cc([N+](=O)[O-])c(C)cc1-c1ccc(/C=N/NC(=O)Cn2nnnc2N)o1
 : -7%	3%	-7	2%	7%	i	5%	-0.3%	?
CN(C(=O)Cn1ncc2c1-c1ccccc1OC2)c1ccc(Br)cc1
 : nt	9%	nt	-5%	-18%	i	?	-0.9%	4%
COc1ccc2c(c1OC)C(=O)N(c1cccc(NC(C)=O)c1)C2
 : 1%	4%	?	?	-8%	i	-4%	-0.4%	32%
COc1ccc(NC(=O)C2Cc3c(-c4cccc(NC(C)=O)c4)ccnc3O2)cc1OC (stereo unspecified)
 : nt	nt	-14	nt	-19%	i	8%	2.6%	0%
COc1ccc(C(=O)C2CCCN(C(=O)c3cc(C(C)C)no3)C2)cc1F (stereo unspecified)
 : 3%	-8%	8	-3%	-3%	?	0%	11%	nt
CC1(C)OC(=O)C=C[C@]2(C)[C@H]3CC[C@@]4(C)[C@H](C(=O)O)OC(=O)[C@H]5O[C@]54[C@]3(C)C(=O)C[C@@H]12
 : -14%	-2%	11	9%	5%	i	6%	-0.5%	8%
COc1ccccc1CN1C(=O)CN(C2CCCC2)C(=O)C1c1ccc(F)cc1 (stereo unspecified)
 : -7%	?	-14	?	-14%	i	0%	-0.2%	-1%
CCc1ccc(N(CC(=O)NCc2ccc(OC)cc2)C(=O)CCC(=O)Nc2ccccn2)cc1
 : 2%	-11%	-6	-20%	-1%	i	-2%	-0.9%	7%
CC(NC(=O)c1ccccc1Cl)C(=O)N1CCN(Cc2ccc3c(c2)OCO3)CC1 (stereo unspecified)
 : 0%	-4%	0	4%	6%	i	-15%	0.3%	-16%
O=C(CC1NCCNC1=O)Nc1ccc([N+](=O)[O-])cc1 (stereo unspecified)
 : -1%	1%	-2	?	1%	i	?	-0.6%	23%
COc1ccc(Cl)cc1NC(=O)CCCn1c(=O)c2cccn2c2cccnc21
 : nt	-1%	2	16µM*	-21%&-5%	i	?	2.9%&0.6%	nt
CCc1ccc(NS(=O)(=O)c2ccc(C(=O)N(C)C)s2)cc1
 : nt	6%	nt	nt	-20%	i	-38%	4.4%	-17%
CC(C)(C)NC(=O)C1CCC(C)(C(=O)O)C1(C)C (stereo unspecified)
 : 2%	-11%	0	12%	23%	i	-8%	-0.5%	2%
COc1cccc(C(=O)NC(=S)Nc2ccccc2N2CCCCC2)c1
 : -2%	15%	14	1%	-33%	i	?	4.1%	-10%
O=C(CSc1ccccc1C(=O)O)c1ccc([N+](=O)[O-])cc1
 : -1%	6%	-2	5%	14%	i	13%	0.0%	nt
COc1ccc(NC(=O)CCn2cccn2)cc1OC
 : nt	9%	nt	nt	-2%	i	-1%	-0.1%	8%
COc1ccc2c(c1)Cc1c-2cc(Br)c(N)c1Br
 : nt	nt	20	nt	-4%	?	0%	?	nt
CC1=C(C(=O)Nc2ccccc2)C(c2ccco2)C(C#N)=C(SCC(=O)OC(C)C)N1 (stereo unspecified)
 : ?	1%	30	5%	-3%	i	-18%	19%	1%
CCc1ccc(S(=O)(=O)c2cn(C)c3cc(N4CCC(C)CC4)c(F)cc3c2=O)cc1
 : nt	-9%	nt	21%	-1%	nt	-10%	2.5%	nt
C=C1C(=O)OCC2C(C(=O)O)=CC3C(C)C(C)=CC123 (stereo unspecified)
 : nt	nt	-70*	nt	-36%	?	?	?	nt
Cc1sc2ncn(CC(=O)N3CCC(C(N)=O)CC3)c(=O)c2c1S(=O)(=O)N1CC(C)CC(C)C1 (stereo unspecified)
 : 3%	-5%	-2	-8%	-1%	i	-2%	-0.3%	-19%
CNC(=O)CN(c1cc(C)ccc1C)S(C)(=O)=O
 : 1%	-3%	-2	21%	1%	i	28%	-0.2%	-13%
Cc1ccc(-n2ccc(=O)c(C(=O)Nc3ccc(S(=O)(=O)N4CCOCC4)cc3)n2)cc1
 : 0%	-4%	-10	4%	9%	i	10%	0.5%	-4%
NC(=O)c1sc2nc(-c3ccccc3)ccc2c1N
 : 5%	2%	-11	11%	-9%	nt	-8%	3.9%	nt
CC(=O)OC(C)(CCC(C)(OC(C)=O)C(C)=O)C(C)=O (stereo unspecified)
 : -4%	-2%	1	-9%	7%	i	-3%	0.2%	5%
CNC(=S)N(Cc1cc2ccc(OC)cc2[nH]c1=O)CC1CCCO1 (stereo unspecified)
 : -2%	-6%	0	2%	32%	i	2%	2.8%	-14%
COc1ccc2nc(SCc3cccnc3)c(C#N)cc2c1
 : 24%	3%	6	?	8%	i	-8%	2.6%	32%[activator]
COC(=O)c1cc(=O)nc(NN=Cc2ccc(OC)cc2)s1
 : nt	nt	18	nt	-18%	i	0%	3.2%	17%
Oc1c(C(c2ccc(Br)cc2)N2CCOCC2)sc2nc(-c3ccco3)nn12 (stereo unspecified)
 : nt	1%	nt	nt	-2%	i	-23%	-0.1%	8%
Cc1ccc(N(CC(=O)NCC2CCCO2)C(=O)CCC(=O)Nc2ccccn2)cc1C (stereo unspecified)
 : 1%	1%	-4	8%	4%	i	-2%	0.4%	8%
Cc1ccc(S(=O)(=O)NCC(=O)OCCOc2cccc(Cl)c2)cc1
 : 11%	0%	0	15%	-5%	i	-16%	0.1%	3%
O=C(NCc1ccccc1)C12CN(Cc3ccccc3)CC1C(c1cccc([N+](=O)[O-])c1)=NO2 (stereo unspecified)
 : 0%	-11%	?	-1%	1%	i	-5%	-0.6%	-6%
O=C(COC(=O)c1ccccc1[N+](=O)[O-])NNC(=O)c1cccs1
 : -1%	0%	-13	-1%	-10%	i	3%	-0.2%	4%
COc1ccc(C(=O)Nc2nnc(SCC(=O)NCc3ccco3)s2)cc1OC
 : 0%	-3%	12	-14%	-36%	i	?	-0.3%	-8%
O=[N+]([O-])c1cc([N+](=O)[O-])c(Oc2c(F)cccc2F)cc1NN1CCCCC1
 : -4%	-7%	18	-16%	-12%	i	9%	-0.4%	12%
OC1c2cc(Br)ccc2N=C2CCCN21 (stereo unspecified)
 : ?	-25%	-97*	-18%	-104%	16µM*	?	0.2%	nt
Cc1cc(C)c2cc(C=O)c(Cl)nc2c1
 : ?	-4%	36	-4%	5%	i	2%	0.2%	7%
COc1ccc(OC)c(NC(=O)CN2C(=O)COc3ccc(S(=O)(=O)NC4CCCC4)cc32)c1
 : nt	0%	nt	nt	-2%	nt	-26%	0.5%	nt
Cc1cc(C)c(C#N)c(SCCS(=O)(=O)Cc2ccccc2)n1
 : 4%	-14%	-14	?	0%	i	1%	0.3%	17%
O=C1CC(N2CCN(S(=O)(=O)c3ccccc3F)CC2)C(=O)N1c1ccc(F)cc1F (stereo unspecified)
 : -12%	13%	-3	1%	3%	i	-7%	0.2%	-4%
O=C(CNC(=O)C12CC3CC(CC(C3)C1)C2)NC1=NCCS1
 : -3%	-3%	7	1%	-1%	?	-5%	-0.2%	-9%
O=C(CCNC(=O)c1ccc(Cl)cc1)NCC(c1ccco1)N1CCCCC1 (stereo unspecified)
 : -13%	0%	-9	-11%	-4%	i	3%	0.0%	3%
CC1(C)CC(=O)c2cc(-c3nc(-c4ccccc4)cs3)c(=O)[nH]c2C1
 : nt	-2%	nt	2%	7%	i	0%	-0.5%	11%
O=C(/C=C/c1ccc(F)cc1)NCc1cccs1
 : -6%	-5%	23	13%	5%	i	-10%	2.0%	53%[activator]
CC[C@@H]1CC2=C(C(=O)OC(C)(C)O2)[C@@H](c2ccc(Cl)cc2)O1
 : nt	nt	9	nt	nt	i	nt	0.3%	5%
Cn1cc([N+](=O)[O-])c(C(=O)N/N=C/c2ccc([N+](=O)[O-])cc2)n1
 : -1%	-3%	0	6%	-12%	i	-13%	0.2%[9.22 µM]	-4%
C=CCN1C(=O)c2ccc(C(=O)OCC(=O)N3CCN(c4ccccc4)CC3)cc2C1=O
 : 2%	0%	16	7%	-6%	i	20%	-0.5%	-6%
CC(C)(C)N=C1C([N+](=O)[O-])=CC=C2C1=NC1(CCCCC1)N2O
 : -1%	?	10	-7%	-12%	?	-9%	0.0%	3%
CCc1ccc(NS(=O)(=O)c2ccc(OC)c(C)c2)cc1
 : ?	-17%	6	?	-29%	i	?	0.3%	1%
CCOc1cc(S(=O)(=O)NCCc2c(C)[nH]c3ccc(C)cc23)ccc1Br
 : nt	-2%	nt	11%	-105%	?	?	-0.5%	?
O=C(CCN1C(=O)[C@@H]2Cc3ccccc3CN2C1=O)N[C@H](C(=O)O)c1ccccc1
 : -6%	-1%	-5	-3%	2%	i	-3%	0.6%	nt
Cc1ccc2c(c1)c(Sc1ccccc1)c(CC(=O)O)n2C
 : 24%	-8%	50	-3%	-20%	i	2%	-0.3%	-1%

# An excerpt of these results, field by field:
> CCc1ccc(NS(=O)(=O)c2ccc(OC)c(C)c2)cc1
  MCF10A rereplic = ? | A549 viability = -17% | IL1B secr inh = 6 | Nrf2 block = ? | HepG2 viability = -29% | ATXN viability = i | TGFb inhibitor = ? | Nrf2 ARE act = 0.3% | ATXN2 expr inh = 1%
> CCOc1cc(S(=O)(=O)NCCc2c(C)[nH]c3ccc(C)cc23)ccc1Br
  MCF10A rereplic = nt | A549 viability = -2% | IL1B secr inh = nt | Nrf2 block = 11% | HepG2 viability = -105% | ATXN viability = ? | TGFb inhibitor = ? | Nrf2 ARE act = -0.5% | ATXN2 expr inh = ?
